# High-throughput results from PubChem.
# G9a inh: G9a (human) methyltransferase inhibition | Q96KQ7 | G9a H3K9 monomethylation, AlphaScreen, 2 h | Potency, µM (doses to about 102 µM), inactives show at the highest dose activity, negative = inhibition, actives largely listed as inhibitors | 8.8% of 350,000 active | AID 504332; note: potency is the fitted concentration of half-maximal effect; % is set by controls: 0 for no effect and ±100 for the full control effect; nearly all actives have a fitted effect of over 75% in size
# Target sequence (Q96KQ7 913-1193 limits assumed): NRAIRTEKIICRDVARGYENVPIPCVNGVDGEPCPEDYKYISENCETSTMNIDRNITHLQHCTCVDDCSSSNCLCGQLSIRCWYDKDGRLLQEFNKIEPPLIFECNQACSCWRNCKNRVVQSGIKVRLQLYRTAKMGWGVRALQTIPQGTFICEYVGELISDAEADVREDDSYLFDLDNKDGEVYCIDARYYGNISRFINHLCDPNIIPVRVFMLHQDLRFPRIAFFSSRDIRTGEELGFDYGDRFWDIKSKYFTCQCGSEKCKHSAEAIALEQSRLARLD
#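 Step 1: enzyme (final 20 nM) with compound, 15 min RT. Step 2: substrate peptide 500 nM and SAM 20 uM, 2 h RT. Step 3: anti-H3K9me1 antibody and AlphaScreen beads, 10 min, then plate read.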
# Pin1 inh: inhibitors of human Pin1; Q13526; Pin1 FP peptide displacement, HiFluor488, 10 min; Potency, µM (doses to about 115 µM), for the others: top-dose activity, negative = inhibition, most hits filed as inhibitors; 0.009% of 390,000 active; active = well fitted inhibition curve with a large enough effect in the polarisation, with a control signal flat, not every such curve was filed as active; inconclusive = small, poorly fitted or top-dose-only effect, or effect the other way, or a change in a side signal; inactive = no such curve, though single readings can be large or run the other way; the % refers to the polarisation; note: potency is the fitted concentration of half-maximal effect; % is set by controls: 0 for no effect and ±100 for the full control effect
# Target sequence (Q13526 whole entry, looked up): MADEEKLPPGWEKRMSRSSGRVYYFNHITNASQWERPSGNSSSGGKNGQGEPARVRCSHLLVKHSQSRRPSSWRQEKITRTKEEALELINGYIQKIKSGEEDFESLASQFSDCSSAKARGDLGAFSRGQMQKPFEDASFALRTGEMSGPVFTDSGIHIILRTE
# PGK inhibitor: blocks T. brucei phosphoglycerate kinase. P07378. PGK/GAPDH coupled, Kinase-Glo luminescence, 60 min. Potency, µM (titrated, usually from 57.5 µM), for inactives: at the highest dose activity change, negative = inhibition, usual class: inhibitors. 0.043% of 380,000 active. AID 602233; note: potency is the fitted concentration of half-maximal effect; % is set by controls: 0 for no effect and ±100 for the full control effect; nearly all actives have a fitted effect of over 60% in size
#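 Luminescent ATP detection (Kinase-Glo Plus) follows a 60-minute room-temperature incubation, with wells lacking PGK as controls. Buffer: 100 mM TEA (pH 7.6), 5 mM MgCl2, 0.01% Tween-20. Coupling enzyme GAPDH (100 nM final) supplies unstable 1,3-BPG in-well.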
# HP1b chromo inh: inhibitors of HP1-beta chromodomain binding to methylated histone tails. 0.56% of 390,000 active. P83916. AID 540317. AlphaScreen HP1-beta / biotin-H3K9me3 peptide binding. Potency, µM (titrated, usually from 114 µM), inactives show top-dose activity change, negative = inhibition, actives largely listed as inhibitors; note: potency is the fitted concentration of half-maximal effect; nearly all actives have a fitted effect of over 70% in size; inactives centre near 23
#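 HP1-beta protein (50 nM final) preincubated 30 min at room temperature with biotinylated H3(1-18)K9me3 peptide (50 nM) in PBS pH 7.4, 0.01% Tween-20, then compound added for 30 min. AlphaScreen streptavidin donor/nickel chelate acceptor beads (10 ug/mL final), 30 min dark, luminescence read.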
# Pol eta inh: blocks human DNA polymerase eta activity; Q9Y253; recombinant Pol eta, fluorescent DNA replication assay; Potency, µM (doses to about 114 µM), inactives show at the highest dose activity change, negative = inhibition, actives largely listed as inhibitors; 1.2% of 390,000 active; note: potency is the fitted concentration of half-maximal effect; % is set by controls: 0 for no effect and ±100 for the full control effect
#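 Fluorescent replication assay: 50 nM final substrate added after a 15 min room-temperature compound preincubation with 10 nM enzyme. Signal taken at 0 min and again at 10 min.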
# PI4K2A block: inhibitors of human PI4K2A; Q9BTU6; purified PI4K2A, ADP-Glo luminescence, 1 h; hits give low values; activity change, negative = inhibition, % at 76.9 µM; 0.13% of 420,000 active; AID 1346378; in the data active = activity change below about -50%; inconclusive = mostly about -30% to -49%;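 note: -100% = wells without enzyme as full effect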
# Target sequence (Q9BTU6 whole entry, looked up): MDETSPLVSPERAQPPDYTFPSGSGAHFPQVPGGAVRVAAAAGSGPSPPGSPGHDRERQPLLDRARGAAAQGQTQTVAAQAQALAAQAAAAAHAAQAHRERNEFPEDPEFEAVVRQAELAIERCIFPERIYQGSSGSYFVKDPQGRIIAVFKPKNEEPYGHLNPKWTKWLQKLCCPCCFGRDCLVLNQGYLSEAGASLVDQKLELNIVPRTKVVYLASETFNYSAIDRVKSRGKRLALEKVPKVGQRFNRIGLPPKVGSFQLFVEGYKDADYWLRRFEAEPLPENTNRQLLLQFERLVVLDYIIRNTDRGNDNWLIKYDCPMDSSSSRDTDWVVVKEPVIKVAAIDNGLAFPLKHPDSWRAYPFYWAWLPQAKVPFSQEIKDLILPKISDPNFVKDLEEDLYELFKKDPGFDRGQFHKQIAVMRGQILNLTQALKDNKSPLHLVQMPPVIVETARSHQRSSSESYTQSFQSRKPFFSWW
#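 Compounds are screened against recombinant PI4K2A using PI as substrate and ATP, the latter dispensed at 300 microM. Reactions run one hour at ambient temperature before ADP-Glo detection; full inhibition defined by wells lacking enzyme.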
# JMJD2A Tudor inh: JMJD2A Tudor domain (human) inhibition. Potency, µM (series often up to 114 µM), without a hit: top-dose activity change, negative = inhibition, hits mostly inhibitors. AlphaScreen JMJD2A-Tudor / H3K4me3 peptide binding. 4.4% of 390,000 active. O75164. AID 504339; note: potency is the fitted concentration of half-maximal effect; % is set by controls: 0 for no effect and ±100 for the full control effect; nearly all actives have a fitted effect of over 50% in size
# GLS inh: blocks human kidney-isoform glutaminase activity; O94925; GLS enzymatic activity, qHTS titration; Potency, µM (series often up to 45.5 µM), without a hit: at the highest dose activity change, negative = inhibition, hits mostly inhibitors; 0.21% of 410,000 active; AID 624170; note: potency is the fitted concentration of half-maximal effect; % is set by controls: 0 for no effect and ±100 for the full control effect
#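 hKGA in 45 mM KH2PO4 pH 8.2, 0.02% Tween-20 with pin-transferred compounds; 1 mM L-glutamine (stock) plus glutamate oxidase/HRP/Amplex Red coupling added. Fluorescence read initially and after 30 min at RT.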
# BAZ2B block: inhibitors of human BAZ2B bromodomain. 4.4% of 360,000 active. Potency, µM (doses to about 114 µM), for the others: at the top dose activity change, negative = inhibition, hits mostly inhibitors. Q9UIF8. AlphaScreen BAZ2B-H3K14Ac peptide displacement; note: potency is the fitted concentration of half-maximal effect; % is set by controls: 0 for no effect and ±100 for the full control effect; nearly all actives have a fitted effect of over 60% in size
#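 AlphaScreen displacement of biotin-H3(5-23)K14Ac peptide (50 nM final) from BAZ2B (50 nM final) in PBS pH 7.4, 0.01% Tween-20; complex preformed 30 min RT, then compounds (top 110 uM) 30 min RT, beads 20 min dark.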
# * = called active by the depositor; i = inactive; ? = inconclusive; / = not tested or not shown; & = joins results of further samples; [ ] = another dose, or the depositor's remark. Unless noted, calls come from the whole dose curve; as a rule, active = well fitted curve in the direction sought with a large enough effect; inconclusive = small, poorly fitted or top-dose-only effect, or another doubt; inactive = no such curve, though single readings can be large; an effect the other way counts as inactive or inconclusive. An excerpt; count on the stated rates, not on these rows.
Molecule,HP1b chromo inh,PGK inhibitor,Pol eta inh,GLS inh,JMJD2A Tudor inh,Pin1 inh,PI4K2A block,BAZ2B block,G9a inh
C[C@H]1CN=C(N(C)C)N1CCc1ccccc1,23%,-8%,-2%,0%,-24%,-15%,3,6%,17%[2.33 µM]
CCCCC(c1nnnn1CCOC)N1CCN(c2cccc(OC)c2)CC1 (stereo not given),14%,2%,-21%,16%,1%[11.4 µM],2%,9,50µM*,45µM*
NC(=O)NC(=O)COC(=O)c1ccccc1Oc1ccccc1,28%,i,-5%,1%,7%,5%,2,12%,-42%
CCn1c(SCC(=O)NCc2cccs2)nc2c1c(=O)n(C)c(=O)n2C,25%,i,-2%,-1%,14%,-7%,10,15%,0%
COC(=O)c1ccc(Cl)c(NC(=O)CN2CCN(C)CC2)c1,29%,i,-12%,-1%,-6%,-2%,-4,12%,-8%[59 µM]
COCCCNC(=O)c1ccc(S(=O)(=O)c2ccc(Cl)cc2)c(NC(C)=O)c1,27%,-1%,4%,2%,11%,-3%,2,-15%,-1%
O=C(NCc1ccco1)c1ccc(-c2ccc(Cl)cc2)o1,-13%,2%,4%,6%,-35%,?,0,?,50µM*
NS(=O)(=O)c1ccc(CCNC(=O)c2ccccc2[N+](=O)[O-])cc1,28%,-6%,-9%,0%,-7%,2%,4,0%,?

# Whole records as entered above. Order of screens: HP1b chromo inh, PGK inhibitor, Pol eta inh, GLS inh, JMJD2A Tudor inh, Pin1 inh, PI4K2A block, BAZ2B block, G9a inh
# NC(=O)NC(=O)COC(=O)c1ccccc1Oc1ccccc1 reads 28%, i, -5%, 1%, 7%, 5%, 2, 12%, -42%
# C[C@H]1CN=C(N(C)C)N1CCc1ccccc1 reads 23%, -8%, -2%, 0%, -24%, -15%, 3, 6%, 17%[2.33 µM]
# NS(=O)(=O)c1ccc(CCNC(=O)c2ccccc2[N+](=O)[O-])cc1 reads 28%, -6%, -9%, 0%, -7%, 2%, 4, 0%, ?

# Next section:
Molecule,HP1b chromo inh,PGK inhibitor,Pol eta inh,GLS inh,JMJD2A Tudor inh,Pin1 inh,PI4K2A block,BAZ2B block,G9a inh
Cn1cc(C(=O)c2cccc(Cl)c2Cl)cc1C#N,7%,-3%,0%,-11%,-9%,2%,1,-1%,/
Cc1ccc(C)c(N2CC(C(=O)O)CC2=O)c1 (stereo not given),26%,0%,8%,0%,2%,-11%,-3,-7%,/
O=C(O)C(Cc1ccccc1)NC(=O)C(c1ccccc1)c1ccccc1 (stereo not given),22%,i,-11%,0%,-9%,-10%,-4,0%,-5%
O=C(Nc1ccc(F)cc1)C1CCCCC1,26%,-5%,-14%,-3%,9%,1%,-3,-18%,-2%
CCc1ccc(S(=O)(=O)Nc2ccc(N3CCN(C)CC3)cc2)cc1,-3%,0%,-23%,0%,-8%,-2%,0,-15%,/
O=C1CCC(CCC(=O)N2CCCC(C(=O)c3ccc4c5c(cccc35)CC4)C2)=NN1 (stereo not given),12%,-2%,3%,6%,-6%,1%,3,-5%,/
CC(CNC(=O)c1cc2ccccn2n1)c1ccccc1 (stereo not given),39%,-9%,-10%,-1%,2%,-7%,-2,0%,10%[59 µM]
COc1cc(/C=N/NC(=O)C(C)Nc2n[nH]c(=O)[nH]c2=O)cc(OC)c1O (stereo not given),-14%,-4%,-19%,3%,-15%,-4%,0,-6%,35µM*
COC(=O)c1cc(OC)c(OC)cc1NC(=O)Nc1cccc(C(C)=O)c1,20%,-8%,-14%,-6%,-4%,0%,-1,-11%,/
N#Cc1ccc(C(=O)N(Cc2ccco2)c2c(N)n(Cc3ccccc3)c(=O)[nH]c2=O)cc1,22%,-9%,-23%,0%,-13%,0%,-9,0%,?
Cn1c(N2CCC(C(N)=O)CC2)nc2c1c(=O)n(Cc1cccc(Br)c1)c(=O)n2C,4%,-1%,5%,-1%,-18%,10%,6,?,-31%
Cc1ccc(CNC(=O)CCS(=O)(=O)c2ccc(Br)cc2)cc1,7.1µM*,?,10µM*,11µM*,18µM*,/,-4,?,8.9µM*
COc1cc(CC(=O)OCC(=O)c2ccc[nH]2)cc(OC)c1OC,29%,8%,?,-3%,-12%,21%,1,/,/
Cc1ccc(C)c(OCC(=O)Nc2ccc(S(=O)(=O)Nc3onc(C)c3C)cc2)c1,17%,1%,1%,4%,-6%,-1%,-2,-23%,-28%[59 µM]
Cc1cccc(Cn2ccn(Cc3ccc(Cl)cc3)c(=O)c2=O)c1,40%[activator],-1%,20%,-5%,0%,-7%,-8,?,5%[59 µM]
COc1ccc(C2CC(c3ccc4ccccc4c3)=NN2C(=O)CNC2CCCCC2)cc1 (stereo not given),?,-3%,-11%,1%,22µM*,5%,6,56µM*,10µM*
COc1ccc(NC(=O)Cc2nnc(SCC(=O)c3ccccc3)n2C)cc1,30%,2%,3%,155%[activator],-2%,0%,5,-8%,18%
C/C(=N\NC(=O)c1ccc(NS(=O)(=O)c2cccs2)cc1)c1ccc(O)cc1O,36%,6%,-12%,?,-16%,?,-4,10µM*,/
COc1ccc(S(=O)(=O)n2nc(C)c(S(=O)(=O)N3CCOCC3)c2C)cc1,38%[activator],7%,-1%,7%,?,-1%,1,?,79µM*
COc1ccc(Cc2nnc(NC(=O)c3ccc(OC)c(OC)c3)s2)cc1OC,27%,0%,-11%,7%,-11%,-2%,3,-23%,?
COc1ccc(Cc2nc(-c3ccncc3)no2)cc1,39%[activator],-10%,-2%,0%,0%,0%,-1,3%,/
CC1SC(C)C(=O)N(CC(=O)NCc2ccc(F)cc2)C1=O (stereo not given),17%,0%,-17%,0%,-16%,-3%,2,-2%,10%
Cc1ccc(S(=O)(=O)Nc2ccccc2C(=O)N2CCCCC2C)c(C)c1NS(C)(=O)=O (stereo not given),32%,i,-8%,-14%,0%,3%,0,-16%,1%
O=C(Nc1ccccc1C(=O)O)c1cccc(N2C(=O)c3ccccc3C2=O)c1,9%,-1%,-19%,0%,-8%,0%,-3,3%,-11%
Cc1ccc(S(=O)(=O)N(C)CC(=O)N2CCN(C(=O)c3ccco3)CC2)cc1,27%,-7%,-10%,-8%,15%,3%,7,5%,9%[59 µM]
O=C(Nc1ccc2c(c1)COC2=O)c1ccc(Cl)c(Cl)c1,33%,i,-8%,9%,-19%,2%,3,-5%,-11%
Cc1cc(C)c(NC(=O)C2=CCN(S(=O)(=O)c3ccc(F)cc3)CC2)c(C)c1,36%[activator],i,-12%,-1%,-19%,5%,-4,2%,?
CN(Cc1nccs1)C(=O)C1CCC(=O)N(CCc2ccc(Cl)cc2)C1 (stereo not given),33%,-4%,-21%,-13%,1%,-3%,5,-4%,13%[59 µM]
Cc1cccc(NS(=O)(=O)c2cc([N+](=O)[O-])ccc2C)n1,30%,i,-16%,-5%,6%,-2%,6,-13%,4%
Cc1ccc(CNC(=O)c2oc3ccc(S(=O)(=O)N4CCCC(C)C4)cc3c2C)cc1 (stereo not given),19%,i,-21%,0%,-11%,-6%,1,-3%,7%[59 µM]
Cc1ccccc1NC(=O)c1ccccc1,25%,-10%,-12%,-1%,-5%,-5%,-4,-1%,-1%[59 µM]
Cn1c(=N)n(CC(=O)c2cccs2)c2ccccc21,9%,-9%,2%,6%,1%,-3%,1,-5%,3%[59 µM]

# As entered above.
# Entry of Cn1c(=N)n(CC(=O)c2cccs2)c2ccccc21 under BAZ2B block: -5%
# Entry of Cc1ccc(CNC(=O)c2oc3ccc(S(=O)(=O)N4CCCC(C)C4)cc3c2C)cc1 (stereo not given) under HP1b chromo inh: 19%
# Entry of Cc1cc(C)c(NC(=O)C2=CCN(S(=O)(=O)c3ccc(F)cc3)CC2)c(C)c1 under GLS inh: -1%
# Entry of Cc1cccc(NS(=O)(=O)c2cc([N+](=O)[O-])ccc2C)n1 under Pin1 inh: -2%

# Some of these compounds in order of heavy-atom count, rising.
Molecule,HP1b chromo inh,PGK inhibitor,Pol eta inh,GLS inh,JMJD2A Tudor inh,Pin1 inh,PI4K2A block,BAZ2B block,G9a inh
Cc1ccccc1NC(=O)c1ccccc1,25%,-10%,-12%,-1%,-5%,-5%,-4,-1%,-1%[59 µM]
CN(Cc1nccs1)C(=O)C1CCC(=O)N(CCc2ccc(Cl)cc2)C1 (stereo not given),33%,-4%,-21%,-13%,1%,-3%,5,-4%,13%[59 µM]
Cc1cc(C)c(NC(=O)C2=CCN(S(=O)(=O)c3ccc(F)cc3)CC2)c(C)c1,36%[activator],i,-12%,-1%,-19%,5%,-4,2%,?

# (further entries)
Molecule,HP1b chromo inh,PGK inhibitor,Pol eta inh,GLS inh,JMJD2A Tudor inh,Pin1 inh,PI4K2A block,BAZ2B block,G9a inh
Cc1ccc(N2C(=O)CC(C)(C)CC2=O)cc1Cl,7%,-8%,-14%,5%,-15%,-16%,-4,10%[0.457 µM],/
COc1ccc(CC(=O)Nc2ccc(-c3ccc4nnc(C)n4n3)cc2)cc1OC,37%,-5%,-1%,2%,-20%,-8%,-4,-36%,-26%
C/C(=N/N=C1\SCC(=O)N1c1ccccc1)c1ccc(C)cc1,21%,-4%,2%,2%,-7%,-1%,5,2%,/
COCCCNC(=O)CSc1nc2cc3c(cc2c(=O)n1CCCC(=O)NCc1ccc(OC)cc1)OCO3,25%&42%,12%&0%,-26%&15%,20%&10%,7%&-8%,-7%&5%,-2&4,1%&6%,-29%
COc1cc(C(=O)N2CCN(CCc3ccccn3)CC2)cc(OC)c1OC,?,11%,-8%,-3%,5%,-6%,-3,-15%,?
CCn1c(=O)c2c3c(sc2n(C)c1=O)CCC3,26%,i,-2%,0%,-6%,-2%,4,-2%,-26%
COC(=O)c1ccc(COc2cccc(C)c2C)cc1,66%[activator],4%,4%,2%,32%[activator],-3%,1,5%,11%
